D1 antagonist – human D1 dopamine receptor antagonism; P21728; activity change, negative = inhibition, % at 10 µM; AID 504652; 3.2% of 360,000 active; HEK293 TREx D1 cells, calcium flux, dopamine EC80; hits give low values; in the data active means activity change below about -30%; further: on the % scale 0 is the no-effect control and ±100 the full control effect
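After overnight tetracycline induction at 30 C, force-coupled D1 HEK293 cells took up a no-wash calcium dye at room temperature. Compounds were added and monitored 180 s, and the response to EC80 dopamine was then recorded.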
RXFP1 antag – antagonists of human relaxin receptor RXFP1; AID 1259400; HEK293-RXFP1, relaxin-stimulated cAMP HTRF, 30 min; hits give low values; 0.59% of 350,000 active; activity change, negative = inhibition, % at 57.5 µM; Q9HBX9;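 active means activity change of -60% or lower, but not beyond a set lower limit; inconclusive means change between -60% and -40%, or beyond the set limit; inactive means change above -40%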; further: on the % scale 0 is the no-effect control and ±100 the full control effect
Target sequence (Q9HBX9 whole entry, looked up): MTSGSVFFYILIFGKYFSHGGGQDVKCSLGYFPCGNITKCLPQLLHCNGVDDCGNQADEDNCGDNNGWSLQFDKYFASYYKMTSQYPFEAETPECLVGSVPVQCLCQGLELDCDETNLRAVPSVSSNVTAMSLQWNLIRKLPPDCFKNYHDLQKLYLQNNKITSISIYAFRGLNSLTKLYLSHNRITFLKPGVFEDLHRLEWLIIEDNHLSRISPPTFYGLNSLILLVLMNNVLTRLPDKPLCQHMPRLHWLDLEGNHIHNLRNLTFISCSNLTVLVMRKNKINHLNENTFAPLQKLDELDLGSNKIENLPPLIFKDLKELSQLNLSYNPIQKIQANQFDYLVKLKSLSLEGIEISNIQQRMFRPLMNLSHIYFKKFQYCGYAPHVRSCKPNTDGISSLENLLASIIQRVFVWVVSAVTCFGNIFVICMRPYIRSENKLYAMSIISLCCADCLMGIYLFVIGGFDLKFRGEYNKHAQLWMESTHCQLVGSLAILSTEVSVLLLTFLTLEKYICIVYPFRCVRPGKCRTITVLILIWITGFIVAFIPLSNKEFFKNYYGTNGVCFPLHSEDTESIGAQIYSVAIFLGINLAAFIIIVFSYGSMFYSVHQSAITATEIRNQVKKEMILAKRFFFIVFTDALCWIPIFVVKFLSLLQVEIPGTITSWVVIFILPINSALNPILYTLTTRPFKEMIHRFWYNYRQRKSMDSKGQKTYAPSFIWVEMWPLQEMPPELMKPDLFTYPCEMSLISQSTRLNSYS
Vif-APOBEC3F blk – Vif-A3F binding inhibition; HeLa A3F-eYFP + Vif (tagged APOBEC3F with the HIV-1 protein that degrades it), YFP fluorescence increase; Potency, µM (series often up to 46.1 µM), inactives show top-dose activity, negative = active; 0.2% of 390,000 active; further: potency means the concentration at half of the fitted maximal effect; % of control where 0% means no effect; nearly all actives have a fitted effect of over 65% in size
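HeLa cells stably expressing A3F-eYFP plus Vif, plated and incubated overnight at 37 deg C, then exposed to compounds overnight at 37 deg C. Blocked degradation read as raised yellow fluorescence (Ex 488/Em 500-530).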
Vif-APOBEC3G blk – blocks the Vif interaction with human APOBEC3G; Q9HC16; HeLa A3G-eYFP + Vif (tagged APOBEC3G with the HIV-1 protein that degrades it), YFP fluorescence, overnight; Potency, µM (highest dose often 46.1 µM), for inactives: at the highest dose activity, negative = active, actives largely listed as inhibitors; 0.076% of 410,000 active; AID 602310;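 further: potency means the concentration at half of the fitted maximal effect; on the % scale 0 is the no-effect control and ±100 the full control effect; nearly all actives have a fitted effect of over 60% in size; hits raise eYFP signal because A3G escapes Vif-driven loss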
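Read-out is eYFP fluorescence (Ex 488/Em 500-530) from Vif-expressing HeLa A3G-eYFP cells; more signal means A3G escaped Vif-mediated degradation. Cells plated overnight, compound pinned in, incubated overnight at 37 deg C.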
Glioma ERSR ind – induces the endoplasmic reticulum stress response in human glioma cells; Potency, µM, without a hit: at the highest dose activation, usual class: activators; 0.02% of 420,000 active; U87-MG GRP78 promoter luciferase reporter, 16 h; further: potency means the concentration at half of the fitted maximal effect; series mostly up to about 76 µM; % of control where 0% means no effect; nearly all actives have a fitted effect of over 35% in size
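Stably transfected U87-MG human glioma cells carrying a GRP78-based luminescent sensor were seeded at 1000 cells/well, pin-dosed with compounds and incubated 16 h. Luciferase reagent was then added, and end-point luminescence was read after 10 min at room temperature.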
RXFP1 ag – RXFP1 (human) receptor agonism; Q9HBX9; HEK293T-RXFP1 cAMP TR-FRET, 30 min; response scale: percent of porcine relaxin response, buffer zero; Potency, µM (top dose mostly 57.5 µM), for the others: top-dose activation, usual class: activators; 0.3% of 370,000 active; AID 2676; further: potency means the concentration at half of the fitted maximal effect; on the % scale 0 is the no-effect control and ±100 the full control effect; nearly all actives have a fitted effect of over 60% in size; many of its hits are not listed in these tables
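HEK293T cells stably expressing RXFP1 were pretreated with the PDE4 inhibitor Ro 20174, exposed to compounds for 30 min at 37C, lysed, and cAMP was read by TR-FRET. Data normalized to buffer (basal) and 29 nM porcine relaxin (100%).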
D1 potentiator – enhances dopamine response at the human D1 receptor. P21728. HEK293 TREx D1 cells, calcium flux, dopamine EC20 potentiation. potentiation, % at 10 µM. 0.036% of 360,000 active; in the data active means potentiation above about 30%; further: 0% is about no effect
D2 PAM – positively modulates the human D2 dopamine receptor allosterically | P14416 | HEK293 T-REx D2, calcium flux, EC20 dopamine potentiation | potentiation, % at 10 µM | 0.34% of 340,000 active;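 active means potentiation over 3 SD above the plate norm, cut at about 30% in these data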; further: 0% is about no effect
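Cells plated with tetracycline inducer and held overnight at 30 C; calcium dye loaded 30–90 min at room temperature; baseline taken, compound added and read 180 s; EC20 dopamine then added and read 180 s.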
D1 agonist – agonists of human D1 dopamine receptor; P21728; HEK293 T-REx D1 cells, calcium flux, agonist mode; activation, % at 2 µM; 1% of 360,000 active; AID 504660; in the data active means activation above about 30%; further: 0% is about no effect
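Agonism was scored from calcium flux recorded over 180 s (1 read/s) after pintool compound addition, following a 10-cycle baseline. Cells were inducible force-coupled HEK293 TREx D1, plated overnight at 30 C and loaded with no-wash calcium dye.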
* = called active by the depositor; ? = inconclusive; nt = not tested or not shown. Unless noted, the call rests on the fitted dose curve; in most records, active means well fitted curve in the direction sought with a large enough effect; inconclusive means small, poorly fitted or top-dose-only effect, or another doubt; inactive means no such curve, though single readings can be large; an effect the other way counts as inactive or inconclusive. Not all compounds are listed, so the mix of outcomes need not match the whole.

A first look:
SMILES	D1 antagonist	RXFP1 antag	Vif-APOBEC3F blk	Vif-APOBEC3G blk	Glioma ERSR ind	RXFP1 ag	D1 potentiator	D2 PAM	D1 agonist
COc1ccc(N2CCN(C(=O)c3c4c(nc5ccccc35)C(=O)N(C3CCCCC3)C4)CC2)cc1	15	-7	6%	-4%	-1%	0.3%	-7	-3	0
CCC(C(=O)Nc1ccsc1C(=O)OC)c1ccccc1 (stereo not drawn)	8	-63*	0%	1%	-6%	-0.2%	2	-6	4
CC(C)CN(C(=O)C1CCCC1)C1CCS(=O)(=O)C1 (stereo not drawn)	10	0	-23%	3%	-4%	0.1%	6	1	0

All compounds of this part, repeating the preview:
SMILES	D1 antagonist	RXFP1 antag	Vif-APOBEC3F blk	Vif-APOBEC3G blk	Glioma ERSR ind	RXFP1 ag	D1 potentiator	D2 PAM	D1 agonist
COc1ccc(N2CCN(C(=O)c3c4c(nc5ccccc35)C(=O)N(C3CCCCC3)C4)CC2)cc1	15	-7	6%	-4%	-1%	0.3%	-7	-3	0
CCC(C(=O)Nc1ccsc1C(=O)OC)c1ccccc1 (stereo not drawn)	8	-63*	0%	1%	-6%	-0.2%	2	-6	4
CC(C)CN(C(=O)C1CCCC1)C1CCS(=O)(=O)C1 (stereo not drawn)	10	0	-23%	3%	-4%	0.1%	6	1	0
Cc1c(NC(=O)CSc2nnc(N)s2)c(=O)n(-c2ccccc2)n1C	14	4	4%	2%	-3%	1.4%	-3	-8	6
COc1ccc(C(CNS(=O)(=O)c2ccccc2)N2CCN(C)CC2)cc1 (stereo not drawn)	-10	6	-7%	-6%	-1%	0.3%	-6	9	4
COc1ccccc1NC(=O)N1CCN(C(=O)c2ccco2)CC1	9	-3	-26%	0%	-2%	1.1%	-1	-5	3
O=C(CCCOc1ccccc1)N1CCN(C(=O)c2ccco2)CC1	24	9	-15%	0%	4%	2.5%	-1	14	0
COc1ccc(-c2nc3ccccc3o2)cc1NC(=O)C(C)Oc1ccc(Cl)cc1Cl (stereo not drawn)	-10	nt	?	-4%	-5%	1.5%	1	-2	2
CC(=O)c1cn(CC(=O)Nc2ccc(C)cc2C)c2ccccc12	-24	-5	-10%	-8%	6%	-1.0%	-12	18	7
O=C(NCCc1ccccc1)C1CCN(S(=O)(=O)c2cccc3nonc23)CC1	9	-3	-16%	-8%	-3%	-1.7%	-2	-10	3
Cc1ccc(S(=O)(=O)N2CCC[C@H]2C(=O)NC2=NCCS2)cc1	nt	-10	1%	0%	-4%	nt	nt	nt	nt
O=C(N1CCCCC1)C1(c2ccccc2)CCOCC1	8	-14	-1%	1%	-2%	1.0%	-3	10	-1
CC(=O)Nc1ccc(NC(=O)c2ccc(S(=O)(=O)N3CCCCCC3)cc2)cc1	nt	-1	0%	0%	-5%	nt	nt	nt	nt
Cc1ccc(O)c(N=Nc2ccc(S(=O)(=O)N3CCOCC3)cc2)c1	2	0	-13%	2%	7%	-1.5%	0	5	1
CC1CCN(C(=S)Nc2ccc(SC(F)F)cc2)CC1	-41*	-1	-23%	1%	4%	1.3%	-4	-9	5
COc1ccc(S(=O)(=O)N2CCN(C(=O)c3sccc3-c3ccccc3)CC2)cc1	20	-6	8%	4%	-2%	-0.1%	9	3	3
CCCCN(C)CCCNC(=O)Cn1ncc2c3ccccc3n(Cc3ccccc3)c2c1=O	0	3	-7%	1%	-2%	-1.5%	-2	9	7
Oc1ccc(CN2CCCc3ccccc32)c2cccnc12	-5	nt	?	2%	-4%	-1.7%	-9	-4	2
COc1cccc(CCNC(=O)c2c(O)nc3ccccn3c2=O)c1	-25	nt	-1%	0%	-1%	12%	-4	-4	0
COc1cc(OC)cc(C(=O)N[C@H](C(=O)NCCc2ccc(S(N)(=O)=O)cc2)C(C)C)c1	-1	-1	-1%	-5%	-3%	0.2%	-1	3	1
NC(=O)CSc1nnc(-c2cccs2)n1-c1ccccc1	26	-7	-2%	2%	-1%	3.8%	-16	-1	1
COC(=O)C1=C(C)Nc2ncnn2C1c1ccc(OC(=O)c2ccccc2)cc1 (stereo not drawn)	8	0	0%	?	0%	0.0%	-6	14	6
CC(C)CCNC(=O)CCn1nc(-c2ccccc2)ccc1=O	22	0	6%	-2%	-2%	1.3%	-1	7	-1
C=C(C)c1cccc(C(C)(C)NC(=O)N2CC(C)OC(C)C2)c1 (stereo not drawn)	14	1	-7%	0%	-1%	2.7%	2	13	0
Cc1ccc(-n2c(=O)c(C#N)cc3c(=O)n4ccccc4nc32)cc1C	4	-9	-11%	-4%	0%	0.3%	-6	3	1
O=S(=O)(Nc1ccccc1N1CCCCC1)c1ccccc1	-10	-3	0%	1%	-3%	0.5%	-2	-4	4
COC(=O)COc1cccc(NC(=O)c2cc(OC)cc(OC)c2)c1	-3	-8	9%	0%	?	2.9%	5	-3	0
O=C(O)CCCn1c(=O)[nH]c2ccccc2c1=O	-1	9	-9%	-3%	-3%	3.6%	-7	7	3
O=C1C2CCCCN2C(=O)N1CCCCN1CCN(c2cccc(Br)c2)CC1 (stereo not drawn)	4	3	-17%	0%	-3%	0.2%	-8	-26	4
O=C1C(=O)N(CCN2CCOCC2)C(c2ccccn2)/C1=C(/O)c1ccc(Cl)cc1 (stereo not drawn)	-19	7	-6%	-4%	0%	1.6%	-2	-4	-1
COc1ccccc1N/C=C/c1onc(C)c1[N+](=O)[O-]	-12	5	?	-21%	-11%	-3.3%	-3	1	140*
COc1ccc(OCC(=O)Nc2ccc3c(c2)nc(CCN2CCN(C)CC2)n3C)cc1	-14	12	0%	0%	-1%	5.5%	2	-8	7
O=C(Nc1ccccc1N1CCCC1)c1ccccc1F	-11	-8	?	-1%	0%	1.2%	-10	9	5
Cc1ccc(C(C)(C)C)cc1S(=O)(=O)NC(=O)c1ccccc1	3	-11	4%	4%	-5%	-0.3%	0	-4	-1
CCc1ccccc1NC(=O)CCn1cccn1	17	-12	-2%	4%	-4%	1.3%	-1	5	2
Nc1nnc(SCc2ccc(F)cc2Cl)s1	-21	3	0%	0%	4%	0.0%	-5	17	6
CCCCn1c(SCC(=O)N2CCN(c3ccccc3)CC2)nc2ccsc2c1=O	-15	-12	1%	-3%	-2%	-0.6%	-2	10	5
Cc1cccc(Cc2c(C)nc3nc(SCC(=O)O)nn3c2C)c1	-6	4	-1%	2%	-2%	2.8%	-2	47*	0
O=c1c2ccccc2oc2cc(NCCCN3CCOCC3)ccc12	0	nt	-3%	6%	-3%	13%	-2	nt	1
CCC(=O)Nc1ccc(NC(=S)Nc2ccccc2)cc1	4	-3	-11%	0%	-2%	2.6%	0	15	4
COc1ccc(S(=O)(=O)n2nc(OC(C)=O)cc2N)cc1	19	nt	-4%	-1%	-6%	1.7%	6	2	-4
C/C(=N\NC(=O)c1cccc(S(=O)(=O)Nc2ccc(C)cc2C)c1)c1ccncc1	14	-15	0%	3%	-4%	1.1%	-5	1	8
CN(CCc1ccccn1)C(=O)CC1C(=O)NCCN1Cc1cccc(F)c1 (stereo not drawn)	0	6	-9%	0%	-1%	-0.6%	-12	4	1
CCc1ccccc1NC(=O)c1noc2c1CC(C(C)(C)C)CC2 (stereo not drawn)	4	-24	-2%	3%	-1%	4.1%	1	-1	0
O=C(CCCO)NC1Cc2ccccc2C1	4	0	4%	1%	-9%	-0.4%	1	-4	1
CNC(=S)NNC(=O)Cc1ccc(OC)cc1	5	14	-4%	2%	-3%	0.9%	4	-4	4
CCOC(=O)N1CCN(C(=O)CCCn2nnnc2CN2CCC(C)CC2)CC1	5	0	5%	2%	-2%	0.8%	-2	3	2
CC(C)c1nnc(SCC(=O)Nc2ccc3c(c2)OCO3)n1C	9	-6	7%	-1%	-3%	1.6%	0	-1	-1
O=[N+]([O-])c1cc(S(=O)(=O)N2CCCCC2)ccc1NCc1cccc(Cl)c1	6	-39	-6%	-1%	0%	0.0%	-3	7	2
O=C(NCC(c1ccc(F)cc1)N1CCOCC1)c1cc(F)c(F)c(F)c1F (stereo not drawn)	-6	-16	5%	0%	-8%	-0.5%	-9	0	3
Additional entries follow:
SMILES	D1 antagonist	RXFP1 antag	Vif-APOBEC3F blk	Vif-APOBEC3G blk	Glioma ERSR ind	RXFP1 ag	D1 potentiator	D2 PAM	D1 agonist
CC(C)CSc1oc(-c2ccco2)nc1S(=O)(=O)c1ccc(Br)cc1	4	-28	2%	-6%	-3%	6.2%	1	7	15
O=C(Nc1nc(-c2ccc(S(=O)(=O)N3CCCCCC3)cc2)cs1)c1cccs1	16	-13	-2%	-6%	-4%	2.8%	3	nt	11
COc1ccc(-c2[nH]nc3c2C(c2ccsc2)C(C#N)=C(N)O3)cc1 (stereo not drawn)	6	20	-10%	2%	-2%	0.0%	-6	2	3
Cc1nnc(SCC(=O)Nc2sc3c(c2C(=O)c2ccccc2)CCCC3)s1	39	-3	0%	-4%	-2%	0.0%	8	-8	2
CC(C)C1C(C#N)=C(N)SC(N)=C1C#N	-18	-10	-5%	-9%	0%	0.1%	-8	-6	20
CCCCc1c(C)[nH]c2nc3ccccc3n2c1=O	-7	-3	9%	-4%	4%	0.8%	-7	3	-1
CCN(CC(=O)Nc1ccc(NC(C)=O)cc1)C(=O)c1cccc(Oc2ccccc2)c1	0	3	-17%	-20%	-1%	-0.5%	-4	7	11
CCOc1ccc(NC(=O)[C@@H](NC(=O)c2ccccc2Br)C(C)C)cc1	2	-5	-2%	-1%	-4%	0.8%	2	-1	0
Cc1csc(/N=C/c2ccc([N+](=O)[O-])cc2)n1	2	-8	10%	2%	-5%	-1.3%	-3	-4	3
Cc1cccc(-n2c(SCc3ccc(C#N)cc3)nnc2-c2c[nH]c3ccccc23)c1	-17	nt	4%	4%	-3%	2.0%	0	12	3
CCc1cccc(C)c1NS(=O)(=O)c1cc(-c2cc(C)no2)ccc1C	-1	-15	-2%	5%	-3%	-2.4%	-6	2	5
O=C(Nc1ccnn1C1CCN(Cc2ccc(C#CCCO)cc2)CC1)c1cccc(F)c1	-4	-4	-14%	5%	3%	-1.4%	-8	4	5
CN1CCC(=NNC(=O)C(=O)NCc2ccccc2)CC1	-5	-3	-2%	0%	-2%	0.1%	-5	6	2
